Source: PubChem (National Center for Advancing Translational Sciences (NCATS))
ALOX12 inhib = inhibitors of human 12-lipoxygenase (ALOX12); purified 12-hLO, xylenol orange hydroperoxide absorbance; Potency, µM (doses to about 57.1 µM), for the others: at the highest dose activity change, negative = inhibition, usual class: inhibitors; actives 0.12% (n = 150,000); AID 1452; further: potency means the concentration at half of the fitted maximal effect; nearly all actives have a fitted effect of over 55% in size; many of its hits are not listed in these tables
Target sequence (P18054 whole entry, looked up): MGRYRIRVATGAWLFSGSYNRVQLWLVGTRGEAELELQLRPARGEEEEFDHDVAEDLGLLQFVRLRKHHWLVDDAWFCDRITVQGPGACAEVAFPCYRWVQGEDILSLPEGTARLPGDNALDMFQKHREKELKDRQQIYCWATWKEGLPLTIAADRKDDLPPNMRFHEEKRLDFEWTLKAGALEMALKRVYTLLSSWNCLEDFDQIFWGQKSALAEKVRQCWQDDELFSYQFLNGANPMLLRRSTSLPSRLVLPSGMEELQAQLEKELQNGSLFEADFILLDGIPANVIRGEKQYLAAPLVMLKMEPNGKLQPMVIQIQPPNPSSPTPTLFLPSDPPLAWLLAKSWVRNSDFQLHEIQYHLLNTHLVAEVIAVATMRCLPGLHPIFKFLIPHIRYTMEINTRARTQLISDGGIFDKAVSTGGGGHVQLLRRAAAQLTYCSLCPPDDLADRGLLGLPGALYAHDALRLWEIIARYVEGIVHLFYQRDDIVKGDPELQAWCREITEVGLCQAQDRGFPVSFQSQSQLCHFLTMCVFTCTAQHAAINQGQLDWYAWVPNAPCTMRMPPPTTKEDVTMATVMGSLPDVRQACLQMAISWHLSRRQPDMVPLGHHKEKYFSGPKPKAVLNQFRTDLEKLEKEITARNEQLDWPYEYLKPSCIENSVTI
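Xylenol orange chromogenic assay: hydroperoxide from 12hLO oxidises Fe(II), giving red-shifted Fe(III)-XO absorbance. Conditions: 150 nM enzyme, 40 uM arachidonic acid, 25 mM Hepes pH 7.0, 0.01% Triton X-100, 30 min, room temperature.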
IMPase cell inh = cell-permeable inhibitors of inositol monophosphatase (IMPase); P97697; CHO-M1 cells, IP1 accumulation, HTRF TR-FRET ratio; inhibition (IP1 accumulation), % at 46.1 µM; 120,000 tested, under 10 active; active means well fitted curve in the direction sought with a large enough effect in the signal ratio, not every such curve was filed as active; inconclusive means small, poorly fitted or top-dose-only effect, or a change in a side signal; inactive means no such curve, though single readings can be large or run the other way; the % refers to the signal ratio;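 further: cells stimulated with carbachol in lithium chloride buffer; plate controls were DMSO basal wells for no effect and reference inhibitor wells for full effect; higher means more IMPase inhibition seen as more IP1 and lower FRET ratio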
Target sequence (P97697 whole entry, looked up): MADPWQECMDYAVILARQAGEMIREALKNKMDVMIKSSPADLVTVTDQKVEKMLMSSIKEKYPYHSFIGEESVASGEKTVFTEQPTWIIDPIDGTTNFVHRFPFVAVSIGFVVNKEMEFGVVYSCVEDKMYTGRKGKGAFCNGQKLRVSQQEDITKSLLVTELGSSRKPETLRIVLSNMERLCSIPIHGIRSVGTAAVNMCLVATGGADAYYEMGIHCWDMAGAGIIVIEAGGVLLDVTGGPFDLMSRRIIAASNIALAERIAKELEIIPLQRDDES
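Measured: the HTRF emission ratio (665/620 nm) plus the 620 nm donor channel, each fitted to the Hill equation to give AC50. Cells were CHO-M1 given compounds up to 46 uM and a 30 min carbachol stimulation at 37C.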
15-hLO-2 inh = 15-hLO-2 (ALOX15B) enzyme inhibition | O15296 | Potency, µM (top dose mostly 57.1 µM), inactives show at the highest dose activity change, negative = inhibition, usual class: inhibitors | actives 0.56% (n = 110,000) | AID 881 | purified 15hLO-2, xylenol orange hydroperoxide absorbance; further: potency means the concentration at half of the fitted maximal effect; nearly all actives have a fitted effect of over 60% in size; many of its hits are not listed in these tables
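Purified human 15hLO-2 (50 nM final) preincubated with compounds 15 min at room temperature in 25 mM Hepes pH 7.5, 0.01% Triton X-100, then 45 uM arachidonic acid added for 90 min; hydroperoxide detected via ferrous/xylenol orange, 573/405 nm absorbance ratio.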
PNC inhibitor = perinucleolar compartment assembly inhibition; actives 3.1% (n = 140,000); AID 2417; activity change (PNC), negative = inhibition, % at 10 µM; PC3M PTB-GFP, PNC prevalence imaging, 16 h; active compounds read low;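 active means readout at or below -70, meaning at least 70% loss of cells showing the perinucleolar compartment, a nuclear body marking cancer cells; inconclusive means readout between -30 and a set limit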;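 further: plate controls were DMSO wells for no effect and camptothecin positive control wells for full effect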
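Read-out is percentage of cells bearing a perinucleolar compartment, from automated 20x imaging of fixed, Hoechst-stained PC3M PTB-GFP cells. Cells were seeded 4 h, then exposed 16 h to compound (23 nl of library stock) in duplicate plates.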
An asterisk follows results filed as active; ? = inconclusive; · = not tested or not shown; [ ] = another dose, or the depositor's remark. Unless noted, the call rests on the fitted dose curve; in most records, active means well fitted curve in the direction sought with a large enough effect; inconclusive means small, poorly fitted or top-dose-only effect, or another doubt; inactive means no such curve, though single readings can be large; an effect the other way counts as inactive or inconclusive. Unless noted, on the % scale 0 is the no-effect control and ±100 the full control effect.

no.	smiles	ALOX12 inhib	IMPase cell inh	15-hLO-2 inh	PNC inhibitor
1	NNC(=O)CCS(=O)(=O)c1ccc2ccccc2c1	5%	3	·	52
2	Cc1cc(C)n(C(=O)CNc2cccc(Cl)c2C)n1	3%	12	-4%	?
3	c1csc(-c2nc3c4ccccc4c4ccccc4c3[nH]2)c1	-1%	1	·	41
4	COCCCn1c(SCc2ccccc2)nc2cc(OC)c(OC)cc2c1=N	5%	6	34%[activator]	29
5	CCOC(=O)C1CCN(c2c(NC3CCCCCCC3)c(=O)c2=O)CC1	-2%	6	·	42
6	CC(=O)CC(c1ccc([N+](=O)[O-])cc1)c1c(O)c2ccccc2oc1=O (stereo not drawn)	5%	4	-4%	1
7	O=c1cc(C(F)(F)F)nc(-n2[nH]c3c(c2=O)CCCC3)[nH]1	9%	0	·	?
8	Cc1c(C)c2ccc(OCC(=O)N(C)C)c(C)c2oc1=O	-4%	-2	-4%	?
9	COc1ccc(NC(=O)c2cc(-c3ccccc3Cl)no2)cc1	2%	-6	0%	21
10	COC(=O)[C@@H]1[C@@H]2C[C@H]3c4[nH]c5cc(OC)ccc5c4CCN3C[C@@H]2C[C@H](OC(=O)c2cc(OC)c(OC)c(OC)c2)[C@H]1OC	-10%[25.6 µM]	-4[20.6 µM]	24%[25.6 µM]	·
11	CCc1nc2c(sc3nc(N4CCOCC4)c4c(c32)CC(C)(C)OC4)c(=O)o1	-1%	0	-4%	11
12	COc1ccccc1CNC(=O)CCn1c(=O)oc2ccccc21	4%	12	-2%	-15
13	COc1ccc(OCc2nnc3n2N=C(c2ccc(OC)cc2)CS3)cc1	4%	-2	-7%	4
14	CCOC(=O)N1CCN(C(=O)c2ccc(NS(C)(=O)=O)cc2)CC1	0%	2	3%[2.29 µM]	?
15	COC(=O)C1C(=O)C2=C(CC1C)NC(C)=C(C(=O)OCc1ccc(OC)cc1)C2c1ccc(C)o1 (stereo not drawn)	5%	0	-7%	?
16	COc1cc(/C=N/NC(=O)CSc2cc(C)c(Br)cc2C)ccc1O	-8%	3	-15%	16
17	COc1cc(/C=C2\C(=O)N(CCC#N)N=C2C)c(Br)cc1OC(C)C	-4%	-16	·	0
18	C=CCn1c(=NC(=O)C2COc3ccccc3O2)sc2cc(S(N)(=O)=O)ccc21 (stereo not drawn)	-1%	·	·	17
19	Cn1c(=O)oc2cc(S(=O)(=O)NCCC(=O)NC3CCCC3)ccc21	4%	8	5%[2.29 µM]	-13
20	CNc1nc(-c2ccc([N+](=O)[O-])cc2)cs1	0%	-3	2%	56
21	Cc1ccc(NC(=O)Cn2cccc2)c(Br)c1	1%	7	-23%	?
22	CCOC(=O)c1nn(-c2cc(C(=O)OC)cc(C(=O)OC)c2)cc1O	3%	1	-26%	?
23	O=C(CSc1nnc(-c2ccccc2Br)o1)N1CCc2ccccc2C1	-4%	3	-5%	-22
24	COc1ccc(N2CCN(C(=O)CN(CCc3ccccc3)S(C)(=O)=O)CC2)cc1	4%	3	-3%	14
25	COc1ccnc(Oc2ccc(F)cc2)c1C(=O)N/C=N/OCc1ccc(F)cc1	-12%	1	-5%	?
26	Cc1cc(C)nc(NC(=O)/C=C/c2ccccc2Cl)n1	5%	-13	0%	15
27	O=C(Oc1ccccc1)N1CCC2(CCCN(c3ccc(-c4ccccc4)cc3)C2)CC1	-9%	·	-4%	·
28	C[C@H](N)c1nnc(SCc2c(Cl)cccc2Cl)o1	0%	-1	1%	3
29	O=C(CCNC(=O)c1ccccc1Cl)Nc1ccc(Cl)c(C(F)(F)F)c1	-5%	·	·	-21
30	CC(=O)c1ccc(OCC(O)CN2CCN(CCO)CC2)cc1 (stereo not drawn)	1%	-1	-1%	?
31	CCCOc1ccc(NC(=O)OC2CCN(C)CC2)cc1	0%	·	·	16
32	O=[N+]([O-])c1cc(Cl)cc(/C=N\Nc2ccccn2)c1O	-19%	5	28%	15
33	CCC(NC(=O)Nc1nccs1)(C(F)(F)F)C(F)(F)F	-6%	3	0%	?
34	CC1(NC(=O)NCc2ccco2)CCS(=O)(=O)C1 (stereo not drawn)	-2%	·	·	-17
35	COc1cccc(C2CC(c3ccccc3Cl)n3nc(N)nc3N2)c1 (stereo not drawn)	-7%	2	26%	-27
36	O=C(Nc1c(-c2ccccc2)nc2ccc(Cl)cn12)c1cccs1	0%	8	·	5
37	COc1cc(-c2nnc(SCC(=O)c3ccc(C)cc3)o2)cc(OC)c1OC	1%	9	2%	?
38	COc1ccc(-c2nc(C#N)c(NCC3CCCO3)o2)cc1OC (stereo not drawn)	1%	-8	-15%	21
39	COc1ccc(OC)c(C(=O)c2coc3ccc(OCC(=O)O)cc23)c1	-3%	-12	1%	21
40	CC1CN(Cc2ccccn2)CCC1=O (stereo not drawn)	-1%	·	·	-4
41	CCCCn1c(-c2ccoc2C)n[nH]c1=S	-2%	-3	·	?
42	CCOC(=O)N1CCN(C(=O)c2sc3nc(-c4ccc(F)cc4)cn3c2C)CC1	-2%	5	6%	15
43	CC1=C(C#N)C(c2cccnc2)C2=C(CC(c3ccc(Cl)cc3)CC2=O)N1 (stereo not drawn)	-14%	2	1%	-1
44	COc1ccc(OCc2nnc(SCC(N)=O)n2-c2ccccc2OC)cc1	-3%	-5	1%	?
45	C=CCc1cc(C(=O)N2CCCCC2)ccc1O	-2%	3	-1%	-81*
46	Cn1c(=O)c2[nH]c(CS(=O)(=O)Cc3nc4c([nH]3)c(=O)n(C)c(=O)n4C)nc2n(C)c1=O	-6%[11.4 µM]	·	4%[11.4 µM]	·
47	Cn1c(=O)c2c(n(Cc3ccccc3)c1=O)NC(=O)C2CC(=O)O (stereo not drawn)	2%	-10	1%	32
48	CCCCNC(=O)NS(=O)(=O)c1ccc(C(=O)OC)o1	5%	7	-2%	46
49	CN(C)S(=O)(=O)Nc1ccc2c(c1)Cc1ccccc1-2	0%	3	-1%	-12
50	COC(=O)C1=CN(c2cccc(C)c2)C=C(C(=O)OC)C1c1cc(OC)c(O)c([N+](=O)[O-])c1	-7%	4	-11%	?
51	COc1ccc(NC2=Nc3ccccc3CC2)cc1	-3%	6	28%	-7
52	COC(=O)C(CC(C)C)NC(=O)c1ccc(F)cc1 (stereo not drawn)	4%	13	0%	?
53	CCCCC1NC(C(=O)O)CS1 (stereo not drawn)	-1%	·	·	20
54	CC1=CC2=NC(=O)/C(=C\c3cc(C)n(-c4cccc(Cl)c4)c3C)C(=N)N2O1	-4%	0	·	6
55	CC1CCCCC1NC(=O)c1ccc(S(=O)(=O)N2CCCC2)cc1 (stereo not drawn)	-1%	2	2%	12
56	CCOC(=O)c1cc2c(=O)n3cccc(C)c3nc2n(Cc2ccco2)c1=NC(=O)c1ccccc1	-20%	6	-10%	89
57	O=C(NC1(C(F)(F)F)NC(=O)N(c2ccccc2)C1=O)c1cccs1 (stereo not drawn)	-4%	·	·	32
58	Cc1ccc(Nc2c([N+](=O)[O-])cc(C(=O)N3CC(=O)Nc4ccccc43)cc2[N+](=O)[O-])c(C)c1	-4%	3	-12%	-7
59	COc1ccc(Cl)cc1-c1n[nH]c(=S)n1C	2%	-16	12%	-15
60	COc1ccc(CNC(=S)Nc2ccc(OC)cc2)cc1	-2%	·	·	-2

Random excerpt: 2 entries already listed.
no.	smiles	ALOX12 inhib	IMPase cell inh	15-hLO-2 inh	PNC inhibitor
57	O=C(NC1(C(F)(F)F)NC(=O)N(c2ccccc2)C1=O)c1cccs1 (stereo not drawn)	-4%	·	·	32
44	COc1ccc(OCc2nnc(SCC(N)=O)n2-c2ccccc2OC)cc1	-3%	-5	1%	?

Down the list, as entered above:
15-hLO-2 inh, entries 14–24 → 3%[2.29 µM], -7%, -15%, ·, ·, 5%[2.29 µM], 2%, -23%, -26%, -5%, -3%
ALOX12 inhib, entries 14–24 → 0%, 5%, -8%, -4%, -1%, 4%, 0%, 1%, 3%, -4%, 4%
PNC inhibitor, entries 14–24 → ?, ?, 16, 0, 17, -13, 56, ?, ?, -22, 14

Further entries follow:
no.	smiles	ALOX12 inhib	IMPase cell inh	15-hLO-2 inh	PNC inhibitor
61	COc1cc(CNCCN(C)C)c(Br)cc1OCC(=O)NCc1ccccc1	-2%	·	·	28
62	CCC(=O)NCCc1nc2cc(NC(=O)c3ccccc3OC)ccc2n1C	-1%	3	0%	11
63	O=S(=O)(NCc1ccccc1)c1ccc(S(=O)(=O)N(Cc2ccccn2)C2CCCC2)cc1	-3%	4	·	?
64	O=C(c1ccco1)N1CCN=C1SCc1ccc(F)cc1	-6%	-8	0%	-20
65	COc1cccc(-c2nnc(SCC(=O)Nc3ccc(S(N)(=O)=O)cc3)n2C)c1	-4%	-3	7%	9
66	CCOc1ccccc1OCC(=O)Nc1ccc(Cl)cc1Cl	0%	3	8%	?
67	COc1ccc(OC)c(C2CC(=O)C3=C(C2)NC(=O)CC3c2ccc(O)c(OC)c2)c1 (stereo not drawn)	-9%	4	-15%	68
68	Cn1c(=O)c2c(nc(Oc3ccc4c(c3)OCO4)n2Cc2ccc(F)cc2)n(C)c1=O	0%	9	-1%	34
69	COc1cc(CN2CCC(C(=O)N3CCN(c4ccccc4F)CC3)CC2)ccc1O	-9%	-5	-5%	13
70	Cc1cccc(N(Cc2ccccc2F)S(C)(=O)=O)c1	-4%	12	-5%	?
71	CN(C/C=C\c1ccccc1)Cc1cccc2ccccc12	-4%[25.6 µM]	4[20.6 µM]	35%[activator][25.6 µM]	·
72	CN(C)C(=O)C1(c2ccccc2)CCN(S(=O)(=O)c2ccccc2)CC1	2%	0	-6%	19
73	COC(=O)/C(=C/c1ccccc1)NC(=O)c1ccco1	3%	·	·	?
74	CC(C)CCNC(=O)NC(=O)COc1ncnc2sccc12	-5%	-22	-7%	-20
75	CC1CCN(C(=O)c2ccc(SCc3ccccc3F)c([N+](=O)[O-])c2)CC1	-8%	1	·	15
76	COc1ccc(/C=C/C(=O)Nc2c(C)nn(C)c2C)cc1COc1ccc(Cl)cc1Br	-1%	7	·	?
77	CCOC(=O)C1(CCC(C)C)CC(CSc2nc3ccccc3[nH]2)OC1=O (stereo not drawn)	1%	11	8%	-26
78	CCOC(=O)c1cnc(SC)nc1Sc1ccccc1	1%	17	2%	-29
79	COc1ccccc1S(=O)(=O)Cc1ccc(C(=O)N2CCCC2)o1	3%	-7	-4%	?
80	Cc1[nH]n(-c2ccccc2)c(=O)c1/C=N/NC(=O)COc1ccccc1[N+](=O)[O-]	-6%	·	·	-22
81	Cc1ccc(-c2nc(-c3cccnc3)sc2CC(=O)Nc2ccc(C)c(Cl)c2)cc1	4%	·	·	9
82	CCCCNc1nc(C)nc2c1nc(-c1ccccc1)n2CCN1CCCCC1	-5%	·	31%[activator]	·
83	O=C(COc1cccc(Cl)c1)NNC(=S)Nc1ccccc1	?	-8	·	-21
84	S=C(Nc1cccc(Cl)c1)Nc1cccc2cnccc12	-7%	-2	·	13
85	Cc1ccccc1-n1nc(C)c2cc(C(=O)N3CCN(S(=O)(=O)c4ccccc4)CC3)sc21	-1%	-6	-5%	19
86	CN(CC(=O)O/N=C(\N)c1ccc([N+](=O)[O-])cc1)S(=O)(=O)c1ccc2ccccc2c1	-6%	-1	-4%	7
87	NC(=O)CSc1nnc(CNc2cccc(Cl)c2)n1CCc1ccccc1	0%	6	-5%	-1
88	O=S(=O)(NCc1cc(-c2ccc(Cl)cc2)no1)c1ccc(Cl)cc1	-2%	0	-5%	43
89	CC12c3ccccc3C(c3ccccc31)C1C(=O)N(Cc3cccnc3)C(=O)C12 (stereo not drawn)	0%	0	11%	-2
90	CCCCC(=O)Nc1ccc(C(=O)NNC(=O)c2ccccc2Br)cc1	2%	-7	5%	90
91	COc1ccccc1CNC(=O)C1CC(c2ccc([N+](=O)[O-])cc2)=NO1 (stereo not drawn)	-7%	8	6%	?

This is a subset; count on the stated rates, not on these rows.
